PTHR1 ag = PTHR1 (human) receptor agonism; Q03431; HEK293 GP2 PTHR1 cells, GloSensor cAMP luminescence, 1 h; Potency, µM (highest dose often 115 µM), inactives show at the top dose activation, most hits filed as activators; hit rate 0.075% among 410,000; note: potency is the fitted concentration of half-maximal effect; nearly all actives have a fitted effect of over 55% in size; some results filed as inactive show a strong effect at the top dose; inactives centre near -15; many of its hits are not listed in these tables
Target sequence (Q03431 whole entry, looked up): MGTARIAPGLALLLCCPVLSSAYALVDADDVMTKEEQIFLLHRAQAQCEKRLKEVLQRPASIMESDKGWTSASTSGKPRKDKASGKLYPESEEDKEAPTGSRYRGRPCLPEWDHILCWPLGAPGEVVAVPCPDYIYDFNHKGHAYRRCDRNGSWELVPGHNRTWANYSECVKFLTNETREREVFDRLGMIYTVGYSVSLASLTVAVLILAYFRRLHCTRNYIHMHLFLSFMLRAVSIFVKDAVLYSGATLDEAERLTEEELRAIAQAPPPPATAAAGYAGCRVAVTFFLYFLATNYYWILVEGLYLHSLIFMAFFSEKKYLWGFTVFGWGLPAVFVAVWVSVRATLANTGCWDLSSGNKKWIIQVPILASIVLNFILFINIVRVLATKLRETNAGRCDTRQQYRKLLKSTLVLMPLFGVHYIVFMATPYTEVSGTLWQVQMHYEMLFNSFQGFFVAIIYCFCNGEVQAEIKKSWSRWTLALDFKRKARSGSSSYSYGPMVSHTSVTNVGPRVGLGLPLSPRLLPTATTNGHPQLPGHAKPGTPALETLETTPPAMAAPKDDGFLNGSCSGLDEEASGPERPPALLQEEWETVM
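HEK-293-derived GP2 cells expressing PTHR1 and a GloSensor cAMP reporter, 3,000/well, plated overnight, given luciferin plus IBMX (each 0.5 mM as added) for 1 h at 37 °C, then compound for 1 h at 37 °C. Luminescence was read after 15 min at room temperature.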
pAkt inh = inhibitors of Akt phosphorylation | Neuro2A IGF-stimulated pAkt S473 HTRF, 20 min; hits give low values | activity change, % for hits at 50 µM | hit rate 0.32% among 360,000 | AID 651550; in the data active = activity change below about -80%; inconclusive = mostly about -51% to -80%; note: % is set by controls: 0 for no effect and ±100 for the full control effect
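Single-point screen (50 µM final compound) in Neuro2A cells stimulated 20 min with 6 nM IGF at 37 deg C. After lysis, Ser473-phosphorylated Akt read by HTRF (ex 330 nm, em 615/665 nm) as the 665/615 ratio.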
GLP1R inv ag = GLP-1 receptor (human) inverse agonism. P43220. HEK293 GLP-1R CRE-luciferase, luminescence, 24 h; GLP-1R form is constitutively active. Potency, µM (series often up to 38.3 µM), without a hit: top-dose activity change, negative = inhibition, hits mostly inhibitors. hit rate 1.6% among 410,000. AID 624417; note: potency is the fitted concentration of half-maximal effect; % is set by controls: 0 for no effect and ±100 for the full control effect; nearly all actives have a fitted effect of over 55% in size
Target sequence (P43220 whole entry, looked up): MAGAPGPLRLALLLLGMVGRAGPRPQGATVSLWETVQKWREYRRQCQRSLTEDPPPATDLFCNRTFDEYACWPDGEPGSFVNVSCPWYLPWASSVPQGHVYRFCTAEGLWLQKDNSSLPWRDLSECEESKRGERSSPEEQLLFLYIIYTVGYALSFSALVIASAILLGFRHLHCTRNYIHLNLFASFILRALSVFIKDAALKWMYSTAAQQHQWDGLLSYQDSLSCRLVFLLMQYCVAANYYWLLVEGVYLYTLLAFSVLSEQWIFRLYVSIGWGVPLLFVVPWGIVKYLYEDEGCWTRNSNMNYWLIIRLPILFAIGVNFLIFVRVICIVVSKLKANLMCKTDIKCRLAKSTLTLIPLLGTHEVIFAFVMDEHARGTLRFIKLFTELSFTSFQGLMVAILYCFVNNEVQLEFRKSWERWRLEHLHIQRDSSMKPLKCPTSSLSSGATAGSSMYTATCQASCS
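HEK293 cells stably co-expressing a cAMP-responsive luciferase reporter and constitutively active GLP-1R were seeded, incubated 12 h, then exposed to compounds for 24 h at 37 C. Luminescence was read 12 min after detection reagent; inverse agonists lower signal.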
GLP-1R agonist = GLP-1 receptor (human) agonism. Potency, µM (doses to about 45.6 µM), without a hit: at the top dose activation, most hits filed as activators. hit rate 0.007% among 380,000. HEK293 GLP-1R CRE-luciferase, luminescence, 4-6 h; cells express a hypersensitive GLP-1R form. AID 624172. P43220; note: potency is the fitted concentration of half-maximal effect; % of control where 0% means no effect
FUS suppressor = FUS proteinopathy suppression in yeast; S. cerevisiae FUS-expressing, growth rescue, OD600, 24 h; Potency, µM (series often up to 76.6 µM), for the others: top-dose growth rescue (activation), usual class: activators; hit rate 0.24% among 390,000; AID 1347120;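 note: potency is the fitted concentration of half-maximal effect; plate controls were DMSO vehicle for no effect and reference control for full effect; nearly all actives have a fitted effect of over 55% in size; some results filed as inactive show a strong effect at the top dose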
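FUS-expressing yeast, raffinose-pregrown, induced in 2% galactose minimal medium at OD 0.005; compounds in a dilution series, 24hr at 30C. Growth restoration read as absorbance at 600 nm. CP55940 positive control, DMSO negative.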
aSyn rescue = inhibitors of alpha-synuclein toxicity in yeast | hit rate 0.14% among 370,000 | Potency, µM (doses to about 46.1 µM), without a hit: top-dose growth rescue (activation), hits mostly activators | AID 652106 | Yeast expressing alpha-synuclein, growth rescue, BacTiter-Glo, 24 h; note: potency is the fitted concentration of half-maximal effect; % of control where 0% means no effect; nearly all actives have a fitted effect of over 65% in size
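Galactose-induced alpha-syn yeast (OD600=0.02, raffinose-pregrown) + pinned cpd, 24 hr, 30 deg C; growth by BacTiter-Glo luminescence. Growth restoration scores as activation.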
DRD3 antagonist = blocks the human D3 dopamine receptor | max response, negative = inhibition, % | D3R cells, DiscoveRx beta-arrestin luminescence, antagonist mode; hits give low values | AID 652054 | hit rate 2.5% among 360,000; in the data active = max response below about -50%; inconclusive = no clear call, values can overlap the other calls; note: % is set by controls: 0 for no effect and ±100 for the full control effect; mostly tested at two doses, the higher about 12 µM
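Cells expressing the human receptor were seeded at 1500 cells/well, incubated overnight at 37 degrees C in 5% CO2, then exposed to library compounds with dopamine controls for 90 minutes at 37 degrees C before luminescent detection.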
Abeta rescue = restores growth of yeast expressing A-beta42 peptide; AID 1347071; yeast expressing A-beta42, growth rescue, OD600, 48 h; response scale: 0% DMSO, 100% iron-clioquinol control; Potency, µM (highest dose often 46.1 µM), inactives show top-dose growth rescue, usual class: activators; hit rate 0.063% among 410,000; note: potency is the fitted concentration of half-maximal effect; nearly all actives have a fitted effect of over 55% in size
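Yeast A-beta toxicity model in growth medium with pinned compounds, 48 h at 30 C; growth read as absorbance at 600 nm. Normalized to FeCl3/clioquinol equimolar mix (positive) and DMSO (negative).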
TDP-43 yeast inh = rescues yeast growth from TDP-43 toxicity | TDP-43 expressing yeast growth rescue, BacTiter-Glo, 24 h | Potency, µM (top dose mostly 46.1 µM), for the others: at the top dose growth rescue (activation), most hits filed as activators | hit rate 1.8% among 410,000 | AID 652104; note: potency is the fitted concentration of half-maximal effect; % of control where 0% means no effect; nearly all actives have a fitted effect of over 50% in size
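Readout is BacTiter-Glo luminescence of cell growth, so inhibitors register as activators. TDP-43-expressing yeast at OD600=0.02 in galactose medium, after raffinose pregrowth to mid-log, were incubated with compound for 24 hr at 30 deg C.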
* marks the source's active call; other numbers are inactive results; [ ] = another dose, or the depositor's remark. Unless noted, calls come from the whole dose curve; as a rule, active = well fitted curve in the direction sought with a large enough effect; inconclusive = small, poorly fitted or top-dose-only effect, or another doubt; inactive = no such curve, though single readings can be large; an effect the other way counts as inactive or inconclusive.

How did O=C(O)CCCNS(=O)(=O)c1ccc(Br)s1 do in these assays?
PTHR1 ag: -41.9%[inhibitor][57.5 µM]; pAkt inh: inactive; GLP1R inv ag: -0.3%; GLP-1R agonist: -5.5%; FUS suppressor: -4.8%; aSyn rescue: 10.7%; DRD3 antagonist: -11.9; Abeta rescue: 0.9%; TDP-43 yeast inh: -14.7%

Results for CCN(CC)S(=O)(=O)c1ccc2c(c1)nc(CCC(=O)O)n2C ?
PTHR1 ag: -12.7%; pAkt inh: inactive; GLP1R inv ag: 0.5%; GLP-1R agonist: -1.3%; FUS suppressor: 5.8%; aSyn rescue: inconclusive; DRD3 antagonist: -1.5; Abeta rescue: 5.7%; TDP-43 yeast inh: 3.2%

How did COCCn1c(SCC(=O)NC2CCCC2)nnc1-c1ccco1 do in these assays?
PTHR1 ag: inactive; pAkt inh: inactive; GLP1R inv ag: 4.7%; GLP-1R agonist: 14.7%; FUS suppressor: 11.0%; aSyn rescue: 0.3%; DRD3 antagonist: 4.3; Abeta rescue: 4.4%; TDP-43 yeast inh: -15.2%

Results for COc1cccc(NC(=O)c2oc3ccccc3c2NC(=O)C23CC4CC(CC(C4)C2)C3)c1 ?
PTHR1 ag: 0.8%; GLP1R inv ag: 4.2%; FUS suppressor: -17.7%; Abeta rescue: -13.6%; TDP-43 yeast inh: 7.3%

What do the screens show for `COc1cc(NS(=O)(=O)c2cc(C(=O)NCCc3ccccn3)ccc2OC)cc(OC)c1`?
PTHR1 ag: inactive; pAkt inh: inactive; GLP1R inv ag: 5.9%; GLP-1R agonist: 9.8%; FUS suppressor: -1.0%; aSyn rescue: -11.9%; DRD3 antagonist: 16.6; Abeta rescue: inconclusive; TDP-43 yeast inh: -13.9%

How did O=C(Nc1cccc(F)c1)NC1(C(=O)N2CCOCC2)CCCCC1 do in these assays?
PTHR1 ag: inactive; pAkt inh: inactive; GLP1R inv ag: -5.8%[0.307 µM]; GLP-1R agonist: -8.2%; FUS suppressor: -1.9%; aSyn rescue: 0.6%; DRD3 antagonist: 0.3; Abeta rescue: 17.3%; TDP-43 yeast inh: 1.7%

What do the screens show for `C/C=N/N(c1ccccc1)c1ccccc1`?
PTHR1 ag: -8.5%; pAkt inh: inactive; GLP1R inv ag: 19.5%; GLP-1R agonist: 5.0%; FUS suppressor: -5.7%; aSyn rescue: -6.3%; DRD3 antagonist: -9.4; Abeta rescue: -6.5%; TDP-43 yeast inh: -3.4%

Results for O=C(C1=C(O)C(=O)N(Cc2ccco2)C1c1cccc([N+](=O)[O-])c1)c1ccco1 (stereo unspecified) ?
PTHR1 ag: -36.8%; pAkt inh: inactive; GLP1R inv ag: -4.4%; GLP-1R agonist: -21.5%; aSyn rescue: -5.5%; DRD3 antagonist: -26.1; Abeta rescue: 7.1%; TDP-43 yeast inh: 13.7%

What do the screens show for `O=C(Cc1ccccc1Cl)Nc1ccc(S(=O)(=O)Nc2nccs2)cc1`?
PTHR1 ag: inactive; pAkt inh: inactive; GLP1R inv ag: 17.6%; GLP-1R agonist: 4.5%; FUS suppressor: 15.4%; aSyn rescue: -0.1%; DRD3 antagonist: 2.4; Abeta rescue: -1.8%; TDP-43 yeast inh: -8.4%

How did Cc1cc2c(s1)c1cnn(Cc3ccccc3F)c(=O)c1n2C do in these assays?
PTHR1 ag: -2.0%[57.5 µM]; pAkt inh: inactive; GLP1R inv ag: 0.0%; GLP-1R agonist: 0.6%; FUS suppressor: 16.6%; aSyn rescue: 7.2%; DRD3 antagonist: 9.7; Abeta rescue: -16.8%; TDP-43 yeast inh: 7.9%

Results for Cc1ccc(C)c(NC(=O)C(=O)NCC(c2cccnc2)N2CCN(c3ccc(F)cc3)CC2)c1 (stereo unspecified) ?
PTHR1 ag: inactive; GLP1R inv ag: -17.3%; FUS suppressor: -7.9%; Abeta rescue: 5.8%; TDP-43 yeast inh: 16.1%

How did C[C@@H]1CN([C@H](C)CO)C(=O)CCCn2nncc2CO[C@H]1CN(C)S(=O)(=O)c1cccc(F)c1 do in these assays?
PTHR1 ag: -12.1%; pAkt inh: inactive; GLP1R inv ag: 14.7%; GLP-1R agonist: -0.8%; FUS suppressor: 1.2%; aSyn rescue: -0.6%; DRD3 antagonist: -23.2; Abeta rescue: 3.6%; TDP-43 yeast inh: 26.1%

How did c1ccc(C(c2ccccc2)c2noc(CN3CCN(C4CCCC4)CC3)n2)cc1 do in these assays?
PTHR1 ag: -21.6%; pAkt inh: inactive; GLP1R inv ag: 12.6µM*; GLP-1R agonist: 6.3%; FUS suppressor: 0.0%; aSyn rescue: 0.3%; DRD3 antagonist: inconclusive; Abeta rescue: 4.2%; TDP-43 yeast inh: 17.5%

Results for COc1ccc2sc(-c3ccccc3OC)c(-c3ccc(SC)cc3)c2c1 ?
PTHR1 ag: -18.5%; pAkt inh: inactive; GLP1R inv ag: inconclusive; GLP-1R agonist: -1.5%; FUS suppressor: 1.7%; aSyn rescue: inconclusive; DRD3 antagonist: 2.6; Abeta rescue: -3.1%; TDP-43 yeast inh: 27.0%

What do the screens show for `COC(=O)/C(C#N)=C/c1c(N2CCCCCC2)nc2ccccn2c1=O`?
PTHR1 ag: inactive; pAkt inh: inactive; GLP1R inv ag: 21.8%; GLP-1R agonist: 18.7%; FUS suppressor: 11.6%; aSyn rescue: 13.3%; DRD3 antagonist: 0.0; Abeta rescue: 11.1%; TDP-43 yeast inh: -5.2%

What do the screens show for `CCc1ccc(CNC(=O)Cn2c(-c3cccs3)cc3cc(F)ccc32)cc1`?
PTHR1 ag: -25.1%; GLP1R inv ag: inconclusive; GLP-1R agonist: -2.1%; FUS suppressor: 10.8%; Abeta rescue: 1.4%; TDP-43 yeast inh: -6.2%

Results for Cc1cccc(Cc2c(C)[nH]c(=O)c(C#N)c2C)c1 ?
PTHR1 ag: -5.8%; pAkt inh: inactive; GLP1R inv ag: 9.2%; GLP-1R agonist: 18.8%; FUS suppressor: -24.8%; aSyn rescue: 1.6%; DRD3 antagonist: 2.8; Abeta rescue: 6.4%; TDP-43 yeast inh: 17.1%

How did O=C(O)c1cc(-c2ccccc2)on1 do in these assays?
PTHR1 ag: inactive; pAkt inh: inactive; GLP1R inv ag: 1.4%; GLP-1R agonist: -4.6%; FUS suppressor: 12.3%; aSyn rescue: 6.2%; DRD3 antagonist: 12.6; Abeta rescue: 21.0%; TDP-43 yeast inh: -16.0%

Results for CCOC(=O)[C@@H]1[C@H]2COc3ccc(Br)cc3[C@@H]2N2C(=O)N(c3cccc(Cl)c3)C(=O)[C@]12C ?
PTHR1 ag: -17.6%; pAkt inh: inactive; GLP1R inv ag: inconclusive; GLP-1R agonist: -2.8%; FUS suppressor: 17.0%; aSyn rescue: 15.0%; DRD3 antagonist: -7.2; Abeta rescue: 3.2%; TDP-43 yeast inh: 13.2%

What do the screens show for `O=C(/C=C/c1ccccc1)Nc1cccc(C(=O)N2CCCCC2)c1`?
PTHR1 ag: -94.3%[inhibitor]; pAkt inh: inactive; GLP1R inv ag: 16.2%; GLP-1R agonist: 0.2%; FUS suppressor: 29.4%; aSyn rescue: -0.4%; DRD3 antagonist: 19.9; Abeta rescue: -3.3%; TDP-43 yeast inh: 17.6%

Results for Cc1nn2c(=O)cc(COC(=O)c3c(F)cccc3Cl)nc2s1 ?
PTHR1 ag: -10.8%; pAkt inh: inactive; GLP1R inv ag: 0.7%; GLP-1R agonist: 2.3%; FUS suppressor: 8.7%; aSyn rescue: 13.3%; DRD3 antagonist: 4.4; Abeta rescue: -2.4%; TDP-43 yeast inh: 35.5µM*

What do the screens show for `C=CCSc1nc(C)c2cc(C)cc(C)c2n1`?
PTHR1 ag: inactive; pAkt inh: inactive; GLP1R inv ag: 9.2%; GLP-1R agonist: 4.0%; FUS suppressor: -7.0%; aSyn rescue: -2.8%; DRD3 antagonist: 0.0; Abeta rescue: 10.7%; TDP-43 yeast inh: 5.1%

How did CN1CCCN(C(=O)/C=C/c2ccc(Cl)cc2Cl)CC1 do in these assays?
PTHR1 ag: -21.2%; pAkt inh: inactive; GLP1R inv ag: 7.94µM*; GLP-1R agonist: -7.4%; FUS suppressor: -30.9%; aSyn rescue: 2.0%; DRD3 antagonist: -3.1; Abeta rescue: 3.7%; TDP-43 yeast inh: 13.0%

What do the screens show for `CC(Oc1ccccc1Br)C(=O)N1CCc2ccccc21` (stereo unspecified)?
PTHR1 ag: -7.5%[57.5 µM]; pAkt inh: inactive; GLP1R inv ag: inconclusive; GLP-1R agonist: -4.9%; FUS suppressor: 3.1%; aSyn rescue: -15.3%; DRD3 antagonist: -10.5; Abeta rescue: -9.5%; TDP-43 yeast inh: inconclusive

What do the screens show for `CNC(=S)N1N=C(c2ccc(OC)cc2)CC1c1ccc(N(C)C)cc1` (stereo unspecified)?
PTHR1 ag: inactive; pAkt inh: inactive; GLP1R inv ag: inconclusive; GLP-1R agonist: 5.7%; FUS suppressor: inconclusive; aSyn rescue: 3.3%; DRD3 antagonist: 3.4; Abeta rescue: 22.8%; TDP-43 yeast inh: 21.0%

What do the screens show for `COc1ccccc1N1CCN(S(=O)(=O)c2c(C)sc3ncn(CC(=O)N(C)c4ccc(C(C)C)cc4)c(=O)c23)CC1`?
PTHR1 ag: -9.5%; GLP1R inv ag: inconclusive; FUS suppressor: inconclusive; Abeta rescue: -4.4%; TDP-43 yeast inh: 7.3%

What do the screens show for `CCOC(=O)N/N=C\c1sccc1C`?
PTHR1 ag: inactive; pAkt inh: inactive; GLP1R inv ag: 14.9%; GLP-1R agonist: 6.7%; FUS suppressor: 7.2%; aSyn rescue: 1.2%; DRD3 antagonist: -0.4; Abeta rescue: -7.0%; TDP-43 yeast inh: -3.1%

From PubChem BioAssay

Only part of the results is shown. The share of hits here may be higher or lower than overall.
